Screening data as filed in PubChem BioAssay.
mHTT CaM bind – mutant huntingtin-calmodulin interaction inhibitors – biochemical, AlphaScreen, primary screen; AlphaScreen His-mHTT/GST-CaM binding, luminescence; AID 1671202, 2021; 3.6% of 190,000 active; P42858; inhibition, % at 15 µM;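 note: 0% = both proteins with DMSO and 100% = one protein alone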
Target sequence (P42858 whole entry, looked up, stated change not applied): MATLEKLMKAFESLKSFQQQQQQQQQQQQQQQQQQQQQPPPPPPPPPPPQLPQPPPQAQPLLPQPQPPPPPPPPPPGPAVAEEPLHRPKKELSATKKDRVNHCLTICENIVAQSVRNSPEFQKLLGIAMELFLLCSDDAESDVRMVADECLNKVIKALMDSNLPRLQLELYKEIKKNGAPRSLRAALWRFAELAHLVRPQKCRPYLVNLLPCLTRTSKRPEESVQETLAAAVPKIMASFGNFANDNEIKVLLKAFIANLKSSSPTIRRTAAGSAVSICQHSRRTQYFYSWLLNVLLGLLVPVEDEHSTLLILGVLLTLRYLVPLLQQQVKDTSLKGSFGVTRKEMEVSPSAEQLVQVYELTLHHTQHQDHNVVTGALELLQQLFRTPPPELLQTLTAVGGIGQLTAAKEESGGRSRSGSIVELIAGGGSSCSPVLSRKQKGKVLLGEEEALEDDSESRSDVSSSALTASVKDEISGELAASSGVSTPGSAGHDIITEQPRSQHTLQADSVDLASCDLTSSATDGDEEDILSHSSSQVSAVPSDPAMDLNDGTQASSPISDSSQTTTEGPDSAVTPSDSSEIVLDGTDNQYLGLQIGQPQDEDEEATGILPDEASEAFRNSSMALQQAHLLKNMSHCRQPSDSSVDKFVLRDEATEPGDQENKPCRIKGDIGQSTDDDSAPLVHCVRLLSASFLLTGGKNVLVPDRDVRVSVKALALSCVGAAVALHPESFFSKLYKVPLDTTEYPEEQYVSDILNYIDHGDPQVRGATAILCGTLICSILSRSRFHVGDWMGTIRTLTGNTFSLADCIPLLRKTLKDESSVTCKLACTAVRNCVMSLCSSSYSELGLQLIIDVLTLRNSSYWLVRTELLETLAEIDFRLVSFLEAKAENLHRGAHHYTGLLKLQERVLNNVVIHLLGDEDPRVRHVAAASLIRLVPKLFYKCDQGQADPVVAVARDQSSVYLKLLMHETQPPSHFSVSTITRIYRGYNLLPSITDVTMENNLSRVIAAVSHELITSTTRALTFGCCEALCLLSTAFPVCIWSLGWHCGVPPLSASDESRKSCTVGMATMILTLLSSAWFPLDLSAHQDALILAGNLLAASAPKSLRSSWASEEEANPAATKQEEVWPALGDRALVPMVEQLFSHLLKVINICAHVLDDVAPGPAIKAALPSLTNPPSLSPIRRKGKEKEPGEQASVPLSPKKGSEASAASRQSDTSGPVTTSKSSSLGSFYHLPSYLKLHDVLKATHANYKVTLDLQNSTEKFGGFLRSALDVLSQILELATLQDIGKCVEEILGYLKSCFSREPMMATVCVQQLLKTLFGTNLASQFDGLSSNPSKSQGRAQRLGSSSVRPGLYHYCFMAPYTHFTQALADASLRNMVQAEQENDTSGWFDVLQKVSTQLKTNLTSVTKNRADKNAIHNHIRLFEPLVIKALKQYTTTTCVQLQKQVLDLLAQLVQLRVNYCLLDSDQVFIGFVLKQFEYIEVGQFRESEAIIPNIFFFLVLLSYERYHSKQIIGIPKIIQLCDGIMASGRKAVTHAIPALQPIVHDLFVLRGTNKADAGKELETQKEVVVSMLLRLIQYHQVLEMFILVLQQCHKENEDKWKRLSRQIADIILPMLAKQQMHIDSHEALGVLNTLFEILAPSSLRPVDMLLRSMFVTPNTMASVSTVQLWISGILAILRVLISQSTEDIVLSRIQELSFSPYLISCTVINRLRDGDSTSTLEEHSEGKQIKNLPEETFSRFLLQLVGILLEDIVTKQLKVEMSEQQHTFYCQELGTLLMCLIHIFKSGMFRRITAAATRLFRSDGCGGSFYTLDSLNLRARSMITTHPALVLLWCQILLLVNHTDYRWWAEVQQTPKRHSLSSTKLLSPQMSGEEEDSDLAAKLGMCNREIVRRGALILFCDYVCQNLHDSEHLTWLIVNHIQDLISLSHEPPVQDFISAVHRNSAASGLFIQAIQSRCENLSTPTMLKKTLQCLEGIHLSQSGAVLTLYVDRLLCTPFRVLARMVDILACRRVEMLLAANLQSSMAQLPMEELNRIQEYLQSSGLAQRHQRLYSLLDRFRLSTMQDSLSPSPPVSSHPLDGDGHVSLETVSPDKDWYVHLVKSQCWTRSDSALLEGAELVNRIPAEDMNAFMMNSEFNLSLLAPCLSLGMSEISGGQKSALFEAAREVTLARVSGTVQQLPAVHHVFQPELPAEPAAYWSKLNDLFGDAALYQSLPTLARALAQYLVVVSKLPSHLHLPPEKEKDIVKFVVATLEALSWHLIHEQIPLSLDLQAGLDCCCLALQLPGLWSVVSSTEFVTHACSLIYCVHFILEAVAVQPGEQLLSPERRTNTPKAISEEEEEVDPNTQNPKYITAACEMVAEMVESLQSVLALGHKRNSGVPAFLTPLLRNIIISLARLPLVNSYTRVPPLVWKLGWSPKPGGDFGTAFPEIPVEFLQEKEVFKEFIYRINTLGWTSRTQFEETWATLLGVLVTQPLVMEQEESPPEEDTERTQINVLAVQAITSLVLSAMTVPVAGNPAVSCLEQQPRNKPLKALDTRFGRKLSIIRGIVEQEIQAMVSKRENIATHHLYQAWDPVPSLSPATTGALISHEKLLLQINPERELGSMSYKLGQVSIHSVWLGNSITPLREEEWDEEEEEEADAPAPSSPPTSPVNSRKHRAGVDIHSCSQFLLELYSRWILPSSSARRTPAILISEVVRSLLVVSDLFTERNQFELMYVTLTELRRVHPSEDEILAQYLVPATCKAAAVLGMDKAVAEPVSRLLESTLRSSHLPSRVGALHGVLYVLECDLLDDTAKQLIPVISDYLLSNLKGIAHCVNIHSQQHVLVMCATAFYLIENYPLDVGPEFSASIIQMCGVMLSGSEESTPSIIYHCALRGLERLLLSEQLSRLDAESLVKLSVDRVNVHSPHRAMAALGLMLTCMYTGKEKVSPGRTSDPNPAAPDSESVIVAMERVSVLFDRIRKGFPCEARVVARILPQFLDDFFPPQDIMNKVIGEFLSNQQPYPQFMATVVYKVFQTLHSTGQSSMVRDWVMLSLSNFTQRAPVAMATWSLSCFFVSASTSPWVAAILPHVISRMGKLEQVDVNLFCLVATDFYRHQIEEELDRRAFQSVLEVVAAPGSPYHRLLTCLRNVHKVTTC
Pf apPOL inh – Pf-apPOL inhibitors, biochemical, fluorescence | AID 1794808, 2022 | inhibition, % at 10 µM | Recombinant Pf-apPOL, molecular beacon fluorescence, 1.5 h | 0.25% of 210,000 active
* = called active by the depositor; i = inactive; / = no result given; & = joins results of further samples. Cut-off read from the data, not from the text of the source: active = inhibition above about 50%; inactive = the rest.

Screens in order: Pf apPOL inh	mHTT CaM bind
> O=S(=O)(c1ccc(F)cc1)N1CCN(c2ncccn2)CC1
 : 2	-6&-2
> COc1ccc(/C=C2/N=C(c3ccccc3C)OC2=O)c(OC)c1OC
 : 6	12
> Cc1cc(C=O)c(C)n1-c1ccc(N2CCCC2)c([N+](=O)[O-])c1
 : 1	0
> COc1ccc2c(c1)CCCC2(C#N)CC#N (stereo not given)
 : -9	/
> CCNc1cc(N2CCC(CCC(=O)N3CCCCC3)CC2)ncn1
 : -5	5
> O=C(Cc1nnc(-c2ccncc2)o1)NC1CCCCC1
 : -1	-5
> COc1ccc(C2CC(=O)Oc3cc4c(cc32)OCO4)cc1 (stereo not given)
 : -3	1
> CCCCCCC(=O)OC1CC(C)(C)NC(C)(C)C1
 : 7	/
> CCOc1cc(C(=O)Nc2cc(-c3nc4ccccc4o3)ccc2C)cc(OCC)c1OCC
 : 6	-2
> COc1ccc(NCc2ccccc2Br)cc1OC
 : 6	73*
> O=C(O)c1cccc(NC(=O)c2ccc(C(=O)Nc3cccc(C(=O)O)c3)cc2)c1
 : -2	-6
> COc1ccc(-c2nc3s/c(=C\c4cc(Br)ccc4OC)c(=O)n3n2)cc1
 : -6	7
> COc1cccc(C(=O)Nc2cnc(-c3ccccc3)nc2)c1
 : 0	-2
> CCCCC[C@H](C)N1C[C@H](COCc2ccccc2)Oc2cc(N3CCC[C@@H]3CO)ccc2S1(=O)=O
 : -12	26
> Cc1cc(Br)ccc1OCC(=O)N1CCC(C)CC1
 : -4	-12
> CCOCCCNC(=O)C1CCCN(c2nccnc2Oc2ccccc2)C1 (stereo not given)
 : -2	-3
> COc1cccc2cc(C(=O)Nc3ccccc3I)c(=O)oc12
 : 0	-2
> CCCn1c(C2CCN(C(=O)c3sccc3C)C2)nc2cccnc21 (stereo not given)
 : -1	-9
> CCOc1ccc2nc(NC(=O)C3CC(=O)N(c4cccc(NC(C)=O)c4)C3)sc2c1 (stereo not given)
 : 2	35
> COc1cccc(CNCc2ccccc2C(F)(F)F)c1OC
 : -3	-10
> CC(Cc1c[nH]c2ccccc12)NC(=O)c1ccco1 (stereo not given)
 : -3	10
> CSC1=NSC2=NC(=O)/C(=C\c3ccc(Br)o3)C(=N)N12
 : -2	35
> CCc1nnc(NC(=O)c2cccc([N+](=O)[O-])c2C)s1
 : -2	0
> CCOc1cccc(CNC(=O)C2c3ccccc3CCN2C(C)=O)c1 (stereo not given)
 : 1	0
> N/C(=N\OC(=O)C12CC3CC(CC(C3)C1)C2)c1cccc([N+](=O)[O-])c1
 : -3	i
> CC(=O)Nc1ncc2c(n1)CC(c1cccs1)CC2=O (stereo not given)
 : -2	1
> Cc1cc(O)c(C(c2ccc3c(c2)OCO3)c2c(O)cc(C)oc2=O)c(=O)o1
 : 0	5
> CCN(CCCNC(=O)c1ccc2c(c1)NC(=O)C(N1CCCCC1)S2)c1ccccc1 (stereo not given)
 : -16	40
> Cc1ccc(CNC(=O)N2CCCC2c2ccccc2Cl)cc1 (stereo not given)
 : -1	8
> O=C(CN1CCN(c2ccccn2)CC1)Nc1ccc2c(c1)OCO2
 : -2	-4

15 entries from above, sorted by heavy-atom count, rising:
Screens in order: Pf apPOL inh	mHTT CaM bind
> COc1ccc2c(c1)CCCC2(C#N)CC#N (stereo not given)
 : -9	/
> CCCCCCC(=O)OC1CC(C)(C)NC(C)(C)C1
 : 7	/
> CC(Cc1c[nH]c2ccccc12)NC(=O)c1ccco1 (stereo not given)
 : -3	10
> O=C(Cc1nnc(-c2ccncc2)o1)NC1CCCCC1
 : -1	-5
> COc1ccc(C2CC(=O)Oc3cc4c(cc32)OCO4)cc1 (stereo not given)
 : -3	1
> COc1cccc2cc(C(=O)Nc3ccccc3I)c(=O)oc12
 : 0	-2
> CCNc1cc(N2CCC(CCC(=O)N3CCCCC3)CC2)ncn1
 : -5	5
> COc1ccc(/C=C2/N=C(c3ccccc3C)OC2=O)c(OC)c1OC
 : 6	12
> COc1ccc(-c2nc3s/c(=C\c4cc(Br)ccc4OC)c(=O)n3n2)cc1
 : -6	7
> Cc1cc(O)c(C(c2ccc3c(c2)OCO3)c2c(O)cc(C)oc2=O)c(=O)o1
 : 0	5
> O=C(O)c1cccc(NC(=O)c2ccc(C(=O)Nc3cccc(C(=O)O)c3)cc2)c1
 : -2	-6
> CCOc1ccc2nc(NC(=O)C3CC(=O)N(c4cccc(NC(C)=O)c4)C3)sc2c1 (stereo not given)
 : 2	35
> CCN(CCCNC(=O)c1ccc2c(c1)NC(=O)C(N1CCCCC1)S2)c1ccccc1 (stereo not given)
 : -16	40
> CCOc1cc(C(=O)Nc2cc(-c3nc4ccccc4o3)ccc2C)cc(OCC)c1OCC
 : 6	-2
> CCCCC[C@H](C)N1C[C@H](COCc2ccccc2)Oc2cc(N3CCC[C@@H]3CO)ccc2S1(=O)=O
 : -12	26

The list continues:
Screens in order: Pf apPOL inh	mHTT CaM bind
> Brc1cccc(OCCOCCn2ccnc2)c1
 : -4	5
> Nc1nc(-c2ccccc2)c(C(=O)c2ccccc2)s1
 : -1	0
> COc1ccc(CCNC(=O)c2cnccn2)cc1OC
 : 0	3
> CCN1c2cc(C)ccc2-n2cccc2C12CCN(C(=O)Nc1cccc(F)c1)CC2
 : 5	72*
> CCC(=O)Nc1cccc(NC(=O)c2ccc(F)cc2)c1
 : 0	3
> COc1cc(C=C2Oc3cc(OCC(=O)c4ccccc4)ccc3C2=O)cc(OC)c1OC
 : -4	-5
> CN1C(=N)NC(=O)/C1=C/c1ccc(Br)s1
 : -8	9
> Cc1ccc(Cl)cc1N1CCN(S(=O)(=O)c2ccccc2)C(C)C1=O (stereo not given)
 : -3	-8
> CCCn1c(-c2ccc(F)cc2)cn2c3c(=O)n(C)c(=O)n(C)c3nc12
 : -1	30
> O=C(C[n+]1cccc(Br)c1)c1cccc([N+](=O)[O-])c1
 : -1	0
> Cc1c(C2CC(C(F)(F)F)n3nccc3N2)cnn1C (stereo not given)
 : /	-3
> CC(C)(C)c1ccc(C2=N/C(=C\c3cccc([N+](=O)[O-])c3)C(=O)O2)cc1
 : 1	2
> COc1ccc(C)cc1NC(=O)C(NS(=O)(=O)c1cccs1)c1ccccc1 (stereo not given)
 : -4	14
> CCC(Sc1cccs1)C(=O)Nc1cc(C)on1 (stereo not given)
 : 5	-4
> CC(C)NC(=O)c1cn2cc(-c3ccc(C(F)(F)F)cc3)ccc2n1
 : 20	41
> C=CCNC(=O)COc1ccc(C(C)C)cc1
 : -3	-5
> Cc1cccc(/C=C2\CCC(C3CCCC3)C2=O)c1 (stereo not given)
 : -4	-51
> CCC(C)NC(=O)c1c2c(nc3ccc(F)cc13)CCC2 (stereo not given)
 : -2	23
> CCn1c(=O)c2c(ncn2Cc2ccc(F)cc2F)n(-c2ccc(C)cc2)c1=O
 : -4	1
> COc1ccccc1-c1nc(N)n[nH]1
 : -3	13

Sorted by molar mass (rising): part of the list above
Screens in order: Pf apPOL inh	mHTT CaM bind
> C=CCNC(=O)COc1ccc(C(C)C)cc1
 : -3	-5
> CCC(C)NC(=O)c1c2c(nc3ccc(F)cc13)CCC2 (stereo not given)
 : -2	23
> CC(C)NC(=O)c1cn2cc(-c3ccc(C(F)(F)F)cc3)ccc2n1
 : 20	41
> COc1ccc(C)cc1NC(=O)C(NS(=O)(=O)c1cccs1)c1ccccc1 (stereo not given)
 : -4	14

New compounds follow:
Screens in order: Pf apPOL inh	mHTT CaM bind
> COc1ccc2oc(=Nc3cc(F)ccc3F)c(C(N)=O)cc2c1
 : -2	35
> Cc1cc(C)nc(SCC(=O)Nc2nc(-c3ccccc3)c(C)s2)n1
 : 4	-1
> COc1ccccc1OCc1nc(C#N)c(NCCCn2ccnc2)o1
 : -1	7
> Cc1ccccc1C(=O)Nc1cccnc1N1CCOCC1
 : -1	4
> Cc1cc(F)ccc1NC(=O)c1c(C)sc2c(=O)n(C3CCCCC3)cnc12
 : 0	-2
> O=S(=O)(c1cccc(C(F)(F)F)c1)N1CCC(N2CCOCC2)CC1
 : 0	-5
> Cc1cc(C=O)c(C)n1-c1ccc(C(=O)O)c(Cl)c1
 : -16	6
> O=C(CC1Sc2ccccc2NC1=O)NNC(=O)c1cc(C(F)(F)F)cc(C(F)(F)F)c1 (stereo not given)
 : 58*	/
> COc1ccc(CNC2CCCC2)cc1Br
 : -7	0
> Cc1cccc(NC(=O)N2CCCC(C)(C(=O)NCc3ccccc3)C2)c1 (stereo not given)
 : -4	-3
> Cc1cccc2nnc(N3CCCC(C(=O)NCc4ccc(F)cc4)C3)n12 (stereo not given)
 : -5	10
> CSCC(C)(O)CNC(=O)C=Cc1ccccc1 (stereo not given)
 : -3	-2
> Cc1ccc(S(N)(=O)=O)cc1NC(=O)c1ccc(C(C)(C)C)cc1
 : -2	3
> COC(=O)c1sccc1OC(=O)c1ccc(Cl)cc1Cl
 : -11	/
> COc1ccc(I)cc1S(=O)(=O)NCc1ccccc1
 : 0	-18
> COc1ccc(Cl)cc1C(=O)NCCn1nc(-c2ccc(F)cc2)ccc1=O
 : -14	27
> Nc1ncnc(NNC(=O)CNC(=O)C23CC4CC(CC(C4)C2)C3)c1[N+](=O)[O-]
 : 3	0
> NS(=O)(=O)c1ccc(CCNC2CC(=O)N(c3ccc(Cl)c(Cl)c3)C2=O)cc1 (stereo not given)
 : -5	8
> CC(=O)Nc1ccc(S(=O)(=O)N2CCN(C(=O)c3cccc(F)c3)CC2)cc1
 : -5	0
> CSc1nc(C)cc(-n2cc(F)c(=O)[nH]c2=O)n1
 : -3	-3
> Cc1cccc(C(=O)N2CCCC(C(=O)Nc3ccc(CN4CCC(C)CC4)cc3)C2)c1 (stereo not given)
 : 5	28
> CC1=C(C(=O)Nc2cccnc2)C(c2cccc(O)c2)n2ncnc2N1 (stereo not given)
 : -7	-8
> CCCCN1C(=O)C(C)(C(=O)NCc2ccccc2)Oc2cccnc21 (stereo not given)
 : -2	-9
> CC(=NS(=O)(=O)c1ccc(C)cc1)N1CCCN(S(=O)(=O)c2ccc(C)cc2)C1C(C)C (stereo not given)
 : 6	0
> CN1CCN(CCCNC(=O)C2CCCN(c3cc(=O)n(C)c(=O)n3C)C2)CC1 (stereo not given)
 : -6	-11
> CC(=O)NCCc1csc(C2CCCN(C(=O)Cc3ccc(C)cc3)C2)n1 (stereo not given)
 : -3	7
> CC1CC(C)CN(S(=O)(=O)c2ccc(F)c(C(=O)NCc3ccc(Cl)c(Cl)c3)c2)C1 (stereo not given)
 : -3	2
> CCC(=O)Nc1cc(-c2nc3cc(C(C)C)ccc3o2)ccc1Cl
 : -12	5
> O=C(Nn1cnnc1)c1cccs1
 : 5	/
> Cc1ccc(S(=O)(=O)N2CCCC2c2nc(-c3ccc(F)cc3)no2)cc1Cl (stereo not given)
 : -1	0
> CCc1c(C)nc(Nc2nc(C)c3ccccc3n2)[nH]c1=O
 : 5&7	2&-3
> CCn1ccc2c(cc(C(=O)Nc3ccccc3Br)n2C)c1=O
 : -3	-5
> COc1ccc(Oc2c(C)oc3cc(OS(C)(=O)=O)ccc3c2=O)cc1
 : 1	2
> Cc1ccc(O)c(-c2cc(C(F)(F)C(F)F)no2)c1
 : 4	-19
> O=C(NCc1cnccn1)c1cc2c(s1)CN(C1CCCC1)C2
 : -2	-13
> COc1cc(OC)cc(C(=O)N2CC3CC2CC3NS(=O)(=O)c2ccccc2)c1 (stereo not given)
 : 0	-2
> Cc1cc(Cl)ccc1NCC(=O)NN
 : 2	-5
> Cc1cc(=O)[nH]c2c1c(C)nn2-c1ccccc1
 : 1&-3	-4&1
> COc1c(C)cccc1C1=N/C(=C/c2ccc([N+](=O)[O-])cc2)C(=O)O1
 : -2	0
> CCNC(=O)C1(c2ccc(NC(=O)C(C)C)cc2)CCCCC1
 : 5	-6
> Cc1ccccc1Nc1nc2nonc2n2nnnc12
 : -10	2
> CCOC(=O)C(C)(C)Oc1ccc(Cl)cc1
 : -6	/
> Cn1c(=O)cc(-c2ccccc2)c2ccccc21
 : -7	-3
> CCc1ccccc1N(CC)C(=O)c1coc(=O)c2ccccc12
 : -3	0
> CCOc1ccccc1N(C)C(=O)c1cc(S(=O)(=O)NC2CCCCCC2)ccc1F
 : 21	6
> CCN(CC)CCCNC(=O)CC1CCN(C(=O)c2[nH]c(C)c(C)c2C)CC1
 : -4	3
> CC(C)OC(=O)COc1ccc2c(c1)OC(=Cc1ccc(Br)cc1)C2=O
 : 3	-1
> Cc1cc(C)c(C)c(OCC(=O)N2CCCCCC2)c1
 : -3	-3
> COc1ccc(C(N)=O)cc1S(=O)(=O)N1CCOCC1
 : -4	2
> Cc1nc(C(F)(F)F)ccc1C(=O)NCCNc1cccc(C(F)(F)F)n1
 : 2	/

(more compounds)
Screens in order: Pf apPOL inh	mHTT CaM bind
> O=c1oc(COc2ccc(Cl)cc2)nc2ccc(Br)cc12
 : 2	-5
> O=C(Cn1c(-c2ccccn2)nc2ccccc21)Nc1ccc(OC(F)(F)F)cc1
 : -4	-11
> COC(=O)c1c(OC)ccc(NC(=O)NC(=O)c2c(OC)c(Cl)cc(Cl)c2OC)c1OC
 : -7&3	/
> CCN(CC)c1nc(C)nc2sc(C(=O)NCc3ccc(F)cc3)c(C)c12
 : 0	20
> O=c1cc(CSc2n[nH]c(=O)n2-c2ccccc2)c2ccc(O)cc2o1
 : -1	/
> CN1CCc2nc(SCC(=O)Nc3ccccc3OC(F)(F)F)c(C#N)cc2C1
 : 0	9
> N#Cc1c(N=CN2CCCCCC2)sc2c1CCCC2
 : 0	15
> CCCCCOC(=O)CCCN1C(=O)C(=Cc2ccco2)SC1=S
 : -6	25
> O=C(NCc1cn(-c2ccccc2)nc1-c1ccccc1)c1cc2ccccc2oc1=O
 : 3	1
> CNC(=O)c1cc(N2CCOCC2)nc2c(C)cccc12
 : 2	-5

An excerpt (hit frequency here may not be typical).
